Pin1 inh: human Pin1 inhibition; Q13526; 390,000 compounds, 0.009% hits; Pin1 FP peptide displacement, HiFluor488, 10 min; Potency, µM (titrated, usually from 115 µM), inactives show top-dose activity, negative = inhibition, actives largely listed as inhibitors; AID 504891; active = well fitted inhibition curve with a large enough effect in the polarisation, with a control signal flat, not every such curve was filed as active; inconclusive = small, poorly fitted or top-dose-only effect, or effect the other way, or a change in a side signal; inactive = no such curve, though single readings can be large or run the other way; the % refers to the polarisation; also: potency is read from the fitted curve at half-maximal effect; % is scaled to controls: 0 for no effect and ±100 for the full control effect
D2 antagonist: antagonists of human D2 dopamine receptor | inhibition, % at 10 µM | AID 485344 | HEK293 TREx D2 cells, calcium flux, dopamine EC80 | 340,000 compounds, 2% hits; in the data active = inhibition above about 30%; also: 0% is about no effect
Target sequence (P14416 whole entry, looked up): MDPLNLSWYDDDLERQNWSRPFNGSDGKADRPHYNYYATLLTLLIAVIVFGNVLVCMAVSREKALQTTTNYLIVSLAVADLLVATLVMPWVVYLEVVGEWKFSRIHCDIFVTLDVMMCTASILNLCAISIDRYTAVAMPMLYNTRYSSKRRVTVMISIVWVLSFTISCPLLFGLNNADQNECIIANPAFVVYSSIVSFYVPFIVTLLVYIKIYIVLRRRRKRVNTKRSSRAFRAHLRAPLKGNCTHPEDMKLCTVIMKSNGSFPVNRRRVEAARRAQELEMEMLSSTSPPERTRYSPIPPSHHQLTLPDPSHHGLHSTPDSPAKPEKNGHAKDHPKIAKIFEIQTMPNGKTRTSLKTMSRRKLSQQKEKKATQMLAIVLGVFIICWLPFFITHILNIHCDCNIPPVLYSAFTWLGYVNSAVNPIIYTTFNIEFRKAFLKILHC
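Calcium mobilization kinetics were recorded at 1 s intervals in tetracycline-induced HEK293 T-REx D2 cells, first for 180 s after compound addition and then 180 s after EC80 dopamine.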
rTrxR1 inhibitor: inhibitors of rat thioredoxin reductase 1; 390,000 compounds, 1% hits; recombinant rTrxR1, NADPH fluorescence consumption, selenite substrate; Potency, µM (titrated, usually from 114 µM), for the others: at the top dose activity change, negative = inhibition, usual class: inhibitors; O89049; also: potency is read from the fitted curve at half-maximal effect; % is scaled to controls: 0 for no effect and ±100 for the full control effect; nearly all actives have a fitted effect of over 65% in size
Target sequence (O89049 whole entry, looked up): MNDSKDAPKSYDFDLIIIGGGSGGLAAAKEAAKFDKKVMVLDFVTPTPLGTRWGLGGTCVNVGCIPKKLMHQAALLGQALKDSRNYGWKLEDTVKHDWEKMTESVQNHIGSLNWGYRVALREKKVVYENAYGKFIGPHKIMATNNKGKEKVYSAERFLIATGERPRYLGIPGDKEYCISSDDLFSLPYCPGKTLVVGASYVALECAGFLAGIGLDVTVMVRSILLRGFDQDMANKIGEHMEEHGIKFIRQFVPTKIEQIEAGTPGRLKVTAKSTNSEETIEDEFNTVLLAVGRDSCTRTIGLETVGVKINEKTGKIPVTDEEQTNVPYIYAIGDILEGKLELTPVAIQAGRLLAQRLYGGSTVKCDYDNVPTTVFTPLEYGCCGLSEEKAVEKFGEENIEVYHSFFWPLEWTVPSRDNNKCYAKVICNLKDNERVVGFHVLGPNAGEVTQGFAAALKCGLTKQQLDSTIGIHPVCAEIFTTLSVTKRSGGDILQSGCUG
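Rat TrxR1 (90 nM in the dispensed reagent) was pre-reduced with 400 uM NADPH for 5 min at room temperature, then incubated with compound for 15 min. After 400 uM selenite was added, NADPH fluorescence (Ex 340/Em 450 nm) was followed for 8 min.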
USP1 inh: blocks the human USP1/UAF1 deubiquitinase complex | O94782 | recombinant USP1/UAF1, Ub-Rhodamine cleavage fluorescence | Potency, µM (doses to about 57.1 µM), for the others: at the top dose activity change, negative = inhibition, hits mostly inhibitors | 390,000 compounds, 0.23% hits; also: potency is read from the fitted curve at half-maximal effect; % is scaled to controls: 0 for no effect and ±100 for the full control effect; nearly all actives have a fitted effect of over 60% in size; inactives centre near -12
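In this screen, compounds sit with the deubiquitinase complex (1nM) for 15 min at room temperature before Ub-Rho is added at 150nM final. Fluorescence rise is then followed for 6 reads every 60 seconds.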
TRHR PAM: allosteric enhancers of human TRH receptor. P34981. TRHR cells, fluo-8 calcium fluorescence, EC20 TRH enhancement. enhancement, % at 2 µM. 360,000 compounds, 0.66% hits. AID 493056; in the data active = enhancement above about 30%; also: 0% is about no effect
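Enhancer read-out: after compound pinning and an initial kinetic agonist-mode read, an EC20 of TRH (10 nM final) was injected and fluo-8 calcium signal (Ex 480/Em 530) followed at 1 s/cycle for 100 cycles in TRHR-expressing cells.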
TrxR1 substrate: is turned over as a substrate by rat TrxR1; 390,000 compounds, 0.01% hits; purified TrxR1 substrate turnover, NADPH consumption readout; O89049; Potency, µM (highest dose often 114 µM), inactives show at the highest dose activity change, negative = substrate turnover; also: potency is read from the fitted curve at half-maximal effect; % is scaled to controls: 0 for no effect and ±100 for the full control effect; nearly all actives have a fitted effect of over 50% in size
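Rat TrxR1, dispensed at 90 nM, was prereduced with 400 uM NADPH (final) for 5 min at ~22 deg C, then incubated with compound 15 min before 400 uM selenite. A first-read NADPH fluorescence drop versus no-compound background flagged substrates.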
D2 agonist: agonists of human D2 dopamine receptor. HEK293 T-REx D2 cells, calcium flux agonist mode. AID 485358. activation, % at 2 µM. 340,000 compounds, 0.53% hits;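 active = activation over 3 SD above normal in the single-dose calcium agonist read, cut at about 30% in these data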; also: 0% is about no effect
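In this primary screen, compounds producing a positive calcium signal within 180 s of addition to tetracycline-induced, force-coupled HEK293 Trex D2 cells are flagged; cells are dye-loaded with a no-wash calcium kit beforehand.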
mIDH1 inhibitor: blocks human mutant IDH1 R132H enzyme | O75874 | IDH1-R132H enzyme, NADPH consumption, diaphorase/resazurin fluorescence | Potency, µM (top dose mostly 76.6 µM), inactives show at the top dose activity change, negative = inhibition, most hits filed as inhibitors | 390,000 compounds, 0.093% hits; also: potency is read from the fitted curve at half-maximal effect; % is scaled to controls: 0 for no effect and ±100 for the full control effect; nearly all actives have a fitted effect of over 65% in size
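IDH1-R132H (0.5 ug/mL dispensed) in pH 7.5 Tris buffer was preincubated 30 min with compound, then given a substrate mix of 0.016 mM NADPH and 2 mM alpha-KG for 80 min at room temperature; remaining NADPH was read by diaphorase/resazurin fluorescence.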
TRHR agonist: activates the human TRH receptor. TRHR cells, calcium flux fluo-8, FDSS agonist mode. activation, % at 2 µM. 360,000 compounds, 0.18% hits; in the data active = activation above about 30%; also: 0% is about no effect
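TRHR-expressing cells, plated overnight in medium with 10% serum, were loaded with fluo-8 calcium dye at room temperature. After a 10 s baseline, library compound was pin-added and calcium release was recorded kinetically (ex 480/em 530) as agonist response.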
An asterisk follows results filed as active; u = inconclusive; x = not tested or not shown; & = joins results of further samples; [ ] = remark or other dose. Unless noted, calls follow the shape of the dose curve; as a rule, active = well fitted inhibition curve with a large enough effect; inconclusive = small, poorly fitted or top-dose-only effect; inactive = no such curve, though single readings can be large or run the other way.

SMILES | Pin1 inh | D2 antagonist | rTrxR1 inhibitor | USP1 inh | TRHR PAM | TrxR1 substrate | D2 agonist | mIDH1 inhibitor | TRHR agonist
Clc1ccc(C(OCCN2CCCCC2)c2ccccc2)cc1 (stereo not given) | -1% | 43* | 0% | -12% | 0 | 1% | -0.2 | -3% | 0.2
Cc1cccc(C)c1OCC(=O)Nc1ccc(Cl)cc1C(=O)c1ccccc1 | 3% | x | 10% | -12% | -4 | -1% | -0.2 | -9% | -0.9
COC(=O)C1=C(c2ccc3ccccc3c2)C[C@@H]2CC[C@H]1N2C(=O)NCCO | 2% | -13 | -14% | 21% | 3 | -11% | -0.4 | 0% | 0.2
O=C(COC(=O)Cc1ccccc1)Nc1ncc(Cl)cc1Cl | -13% | -4 | 6%[57.1 µM] | 6% | -2 | 7%[57.1 µM] | 0.5 | 0% | -0.4
COc1ccc(Cn2c(O)c(/C=C3/C=CC=N3)c(=O)[nH]c2=O)cc1 | 31%[activator] | 3 | 15% | -26% | -7 | 1% | 0.2 | 4% | 0.1
Cc1cc(C(=O)OCC(=O)Nc2c(F)cccc2F)c(C)n1C1CC1 | -14% | -3 | -5% | -13% | 3 | -8% | 0.0 | 3% | 1.1
O=C(C[N+]12CCN(CC1)CC2)NCCc1ccc(Cl)cc1Cl | 0% | -14 | -12%[57.1 µM] | -8% | 1 | -8%[57.1 µM] | -2.1 | -9% | 0.1
COc1ccccc1CNC(=O)CCNS(=O)(=O)c1ccc2c(c1)oc(=O)n2C | 0%&-3% | 67* | 12%&17% | -11%&-19% | -21&-3 | 4%&8% | -2.7 | -2%&35% | 0.5&-0.3
Cn1cc(C(=O)NCc2ccccc2)c2ccccc21 | 6% | x | -2% | -1% | 5 | -3% | x | -5% | 0.1
COC(=O)C1=C(c2ccc3ccccc3c2)C[C@@H]2CC[C@H]1N2C(=O)N1CCCC1 | 0% | 5 | 33%[57.1 µM] | 16% | -5 | 17%[57.1 µM] | 0.3 | 2% | 1.2
COc1ccccc1OCCCn1cc(C(=O)c2ccco2)c2ccccc21 | 13% | -10 | -2% | -17% | -12 | -3% | 1.8 | 5% | 2.0
C/C(=N\N1CCCCC1c1cccnc1)c1c(O)n(C2CCCCC2)c(=S)[nH]c1=O (stereo not given) | u | -4 | -25% | u | 20 | -9% | 2.6 | -1% | 4.2
CCCCOC(=O)c1ccccc1N | -2% | x | 20% | -14% | x | 39%[activator] | x | 10% | x
O=C1CN=C(c2ccccc2)c2cc(Cl)ccc2N1Cc1ccc(Cl)cc1 | -1% | x | 18% | -22% | 21 | 0% | 1.1 | -14% | 0.4
CC(=O)N(C1=NCCCS1)c1ccccc1F | 5% | -7 | 11% | -15% | 3 | -2% | -0.2 | 8% | 0.2
C=CCC1(Cc2ccsc2)C(=O)NC(=O)NC1=O | -5% | x | 15%[11.4 µM] | -9% | x | 7%[11.4 µM] | x | 3% | x
COC12CCC3(CC1C(C)(O)C(C)(C)C)[C@H]1Cc4ccc(O)c5c4[C@@]3(CCN1CC1CC1)C2O5 (stereo not given in full) | 3% | x | -3% | -21% | x | -11% | x | -5% | x
Cc1ccc(S(=O)(=O)CC(C)(O)C(=O)Nc2cccc(C(F)(F)F)c2)cc1 (stereo not given) | 4% | x | -6% | 0% | x | 5%[57.1 µM] | x | 0% | x
CC(Cc1ccccc1)NC(=O)Cc1ccc([N+](=O)[O-])cc1 (stereo not given) | -1% | -5 | 12% | -14% | 12 | 1% | 6.0 | 1% | -0.2
COc1ccc(CCN)cc1OC | -8% | 25 | 4%[57.1 µM] | -9% | 1 | 6%[57.1 µM] | -2.3 | 6% | -0.8
Cc1ccc(C2=NC(C)(C)N3C2C3c2ccc([N+](=O)[O-])cc2)cc1 (stereo not given) | -1% | -6 | -7% | -6% | -5 | -3% | -0.8 | -3% | -0.3
CC(=O)c1cccc(OCC(O)CN2CC=C(c3ccccc3)CC2)c1 (stereo not given) | -3% | 80* | 5% | -9% | 5 | 5% | 79* | 5% | 1.1
FC(F)(F)c1ccccc1N1CC1c1ccncc1 (stereo not given) | -6% | 4 | -18% | -21% | -2 | -8% | 0.8 | 5% | 0.0
Cc1ccccc1-n1c(O)c(/C=N/Nc2nc3c(c(=O)n(C)c(=O)n3C)n2C)c(=O)[nH]c1=S | 23% | 12 | -16% | -26% | -1 | -10% | -0.2 | -2% | 1.0
COc1ccc(NC(=O)CN2C(=O)C(C)N=C(c3ccccc3)c3ccccc32)cc1OC (stereo not given) | -7% | x | -2% | -19% | 7 | -5% | 0.6 | 11% | -0.6
Going on with the list:
SMILES | Pin1 inh | D2 antagonist | rTrxR1 inhibitor | USP1 inh | TRHR PAM | TrxR1 substrate | D2 agonist | mIDH1 inhibitor | TRHR agonist
COc1cc(C2SCC(=O)Nc3c2c(=O)[nH]n3C2CCCCCC2)cc(OC)c1OC (stereo not given) | 5% | 6 | -9% | -24% | 2 | -1% | -0.3 | 2% | -0.6
C=CCn1c(O)c(/C=N/N2CCOCC2)c(=O)[nH]c1=S | 0% | 2 | 3% | -6% | 1 | -11% | -0.1 | 2% | 0.4
CCCCC(=O)C1C(=O)NC(=O)NC1=O | 0% | 11 | 10%[57.1 µM] | -2% | 2 | 10% | 22 | -2% | 0.3
CC12CCC3C(CC=C4CC5(CCC43C)OCCO5)C1CCC2=O (stereo not given) | -5% | -3 | 6% | -17% | -4 | -6% | 1.4 | -16% | -0.3
O=C(CF)N(O)c1ccc(C=Cc2ccccc2)cc1 | -9% | x | 11%[11.4 µM] | -12% | x | 6%[11.4 µM] | x | 9% | x
CC(=O)c1c(C)n(Cc2ccccc2)c2ccc(O)cc12 | 1% | -11 | -6% | 2% | -8 | -8% | 2.5 | -9% | 0.9
Cc1nn(Cc2ccccc2)c(C)c1C(=O)OCC(=O)Nc1ccccc1SCC#N | u | 17 | 19% | -2% | -7 | -5% | 1.4 | 1% | 1.8
c1ccc2c(c1)cc1ccc3cccc4ccc2c1c34 | u | x | -19%[57.1 µM] | -6% | x | 17%[57.1 µM] | x | 20% | x
CCCc1ccc(OCC(=O)Nc2ccc(Cl)cc2C(=O)c2ccccc2)cc1 | 3% | x | 10% | -12% | 5 | 3% | -1.4 | -18% | -1.3
O=C(Cn1ncc2c3ccccc3n(Cc3ccccc3)c2c1=O)N1CCC2(CC1)OCCO2 | x | 17 | x | x | -3 | x | -0.2 | x | 0.0
CN(C)c1ccc(C(=O)c2ccc(N(C)C)cc2)cc1 | -3% | -18 | -7% | -17% | 8 | -9% | 0.5 | 3% | -0.3
c1ccc(CNC2CN3CCC2CC3)cc1 (stereo not given) | -1% | x | 0%[2.29 µM] | -16% | x | -9%[57.1 µM] | x | 6% | x
COc1ccc(C(=O)Nc2ccc3c(c2)N(C)C(=O)c2ccccc2S3)cc1OC | 21% | x | 3%[57.1 µM] | -3% | 5 | -6%[57.1 µM] | 0.9 | -7% | 0.1
C[C@]12CCC3C(CC[C@H]4C[C@H](O)CC[C@]34C)C1C[C@H](O)[C@H]2O (stereo not given in full) | -9% | x | 26% | u | x | 4% | x | -1% | x
CC12CN3CN(C1)CC(C)(C3)C2=NO | -8% | -2 | 15% | -7% | 5 | 8% | 0.0 | 2% | 0.2
Cc1cccc(C)c1OC(=O)Cc1ccccc1 | -2% | -24 | 24%[57.1 µM] | 4% | -6 | 7%[57.1 µM] | 0.0 | 11% | 2.2
O=C1OC(c2ccc([N+](=O)[O-])cc2)=N/C1=C/N1CC2CC(C1)c1cccc(=O)n1C2 (stereo not given) | 20% | -14 | -8% | 5% | 5 | -10% | 20 | -3% | 21
C[C@]12CC[C@@H]3c4ccc(O)cc4C(=O)C[C@H]3[C@@H]1CC[C@@H]2O | -6% | 15 | 17% | u | 9 | 10% | -3.0 | -5% | 0.3
CN1C(=O)COc2c(C(=O)NC3CN4CCC3CC4)cc(Cl)cc21 (stereo not given) | x | -16 | x | x | 2 | x | -0.3 | x | 0.0
CCOP(=O)(OCC)C(O)c1ccc(OC)cc1 (stereo not given) | -1% | -23 | 32% | -12% | -1 | 3% | 1.4 | -4% | 1.0
O=C1/C(=C\c2cc3c(cc2Cl)OCO3)N2CCC1CC2 | 5% | -32 | -8% | -15% | 1 | -2% | 1.8 | 1% | 0.9
COc1cc(/C=C/C(=O)c2c(O)n(CCc3ccccc3)c(=O)[nH]c2=O)ccc1O | u | -3 | u | u | 7 | -16% | -0.2 | -1% | -0.1
COc1ccc(C(O)c2ccccc2OP(=O)(N(C)C)N(C)C)cc1 (stereo not given) | -2% | 0 | -1% | -19% | 4 | -5% | 0.5 | 3% | 0.2
O=C1NC(=O)N(c2ccc(F)cc2)C(=O)/C1=C/c1ccsc1 | 33%[activator] | -12 | u | -15% | -4 | 1%[57.1 µM] | 0.5 | -8% | 0.6
Cc1ccsc1C(=O)C1CCCN(Cc2cnc(N3CCCC3)s2)C1 (stereo not given) | -7% | 39* | 2%[57.1 µM] | -19% | 7 | -2%[57.1 µM] | 1.2 | 9% | 0.3
CC(C)OCCCNC(=O)c1c(N)n(Cc2cccs2)c2nc3ccccc3nc12 | u | 7 | 39%[activator] | -22% | -3 | 109%[activator] | 0.5 | -6% | -0.9

Entries of single compounds, looked up by structure:
`O=C(CF)N(O)c1ccc(C=Cc2ccccc2)cc1` as listed: Pin1 inh: -9%; D2 antagonist: x; rTrxR1 inhibitor: 11%[11.4 µM]; USP1 inh: -12%; TRHR PAM: x; TrxR1 substrate: 6%[11.4 µM]; D2 agonist: x; mIDH1 inhibitor: 9%; TRHR agonist: x
`O=C(Cn1ncc2c3ccccc3n(Cc3ccccc3)c2c1=O)N1CCC2(CC1)OCCO2` as listed: Pin1 inh: x; D2 antagonist: 17; rTrxR1 inhibitor: x; USP1 inh: x; TRHR PAM: -3; TrxR1 substrate: x; D2 agonist: -0.2; mIDH1 inhibitor: x; TRHR agonist: 0.0

An excerpt; rates above refer to the full screens.
